Screening results as filed in PubChem.
STK33 inh = inhibitors of purified STK33 kinase, primary screen, biochemical, ADP-Glo luminescence, homogeneous, cell-free. inhibition, % at 10 µM. Serine/threonine-protein kinase 33 (Homo sapiens), Q9BYT3. MBP phosphorylation. actives 0.073% (n = 320,000);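 active = inhibition at or above 25%, using the most active replicate where run in duplicate; inactive = inhibition below 25%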
Target sequence (Q9BYT3 whole entry, looked up): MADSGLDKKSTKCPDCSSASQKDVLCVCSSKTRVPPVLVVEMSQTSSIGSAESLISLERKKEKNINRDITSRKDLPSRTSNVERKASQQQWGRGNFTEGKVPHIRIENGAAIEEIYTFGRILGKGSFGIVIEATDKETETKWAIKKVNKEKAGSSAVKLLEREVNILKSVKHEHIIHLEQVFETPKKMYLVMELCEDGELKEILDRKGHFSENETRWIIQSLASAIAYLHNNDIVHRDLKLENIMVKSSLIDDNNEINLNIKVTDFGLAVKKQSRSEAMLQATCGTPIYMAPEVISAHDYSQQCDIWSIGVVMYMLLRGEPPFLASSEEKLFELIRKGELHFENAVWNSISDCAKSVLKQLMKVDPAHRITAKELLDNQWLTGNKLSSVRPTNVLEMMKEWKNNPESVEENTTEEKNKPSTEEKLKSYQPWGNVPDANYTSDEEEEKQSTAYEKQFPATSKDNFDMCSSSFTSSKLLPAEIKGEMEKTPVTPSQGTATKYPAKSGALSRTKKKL
OX1R antag = antagonists of human orexin 1 receptor (OX1R); OX1R-expressing cells, FRET antagonist read-out; inhibition, % at 6.6 µM; actives 1.8% (n = 330,000); AID 485270, 2010; in the data active = inhibition mostly above about 38%, no sharp cut-off; inactive = mostly below about 40%;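 note: 0% = agonist challenge alone and 100% = reference antagonist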
Target sequence (O43613 whole entry, looked up): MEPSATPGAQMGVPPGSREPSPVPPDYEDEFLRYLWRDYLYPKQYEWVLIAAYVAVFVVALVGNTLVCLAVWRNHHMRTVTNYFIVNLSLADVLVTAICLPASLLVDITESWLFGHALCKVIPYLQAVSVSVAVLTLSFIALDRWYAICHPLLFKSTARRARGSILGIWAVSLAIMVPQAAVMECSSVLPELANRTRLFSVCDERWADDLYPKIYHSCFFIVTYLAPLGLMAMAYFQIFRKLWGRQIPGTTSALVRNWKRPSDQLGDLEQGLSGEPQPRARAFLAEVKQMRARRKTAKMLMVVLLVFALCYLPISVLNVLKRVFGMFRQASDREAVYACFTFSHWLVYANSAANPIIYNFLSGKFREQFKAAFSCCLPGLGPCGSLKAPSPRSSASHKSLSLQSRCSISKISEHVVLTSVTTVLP
Active calls of the source: *; x = not tested or not shown.

SMILES,STK33 inh,OX1R antag
CSc1ccc(OC2CCCCC2NS(=O)(=O)c2ccccc2)cc1 (configuration not stated),-2.9,4
COn1c(=O)c(-c2cccs2)[n+]([O-])c2ccccc21,-1.5,37
O=C(NCCc1ccccc1)C1CCC(CNc2nc(=S)[nH]c3ccccc23)CC1 (configuration not stated),-1.0,1
O=C(O)CC(NC(=O)c1cccc([N+](=O)[O-])c1)c1ccc2c(c1)OCO2 (configuration not stated),-0.4,32
O=C(N/N=C/c1cccn1-c1cccc(C(=O)O)c1)Nc1ccccc1,-0.8,10
CC(C)(C)CC(C)(C)NC(=O)c1ccccc1,-0.8,7
N#CC1C(C#N)N2CCCN2C1c1ccc(Cl)cc1 (configuration not stated),-1.8,29
N#Cc1cn(OCc2ccccc2)c(=O)[nH]c1=O,-0.8,3
CCOC(=O)CCNC(=O)N1CCCC(C(=O)c2ccccc2SC)C1 (configuration not stated),0.4,5
Cc1ccc(C(=O)Nc2ccc(N3CCCCC3)cc2)cc1,-0.4,1
CCOC(=O)c1c(C)[nH]c(C(=O)OCC(=O)Nc2cccnc2Cl)c1C,0.2,21
Cc1cnc(NC(=O)C2COc3ccccc3O2)s1 (configuration not stated),-2.1,8
Cc1nn(-c2ccccc2)c(N)c1-c1ccccc1,-2.4,23
CCCCc1nnc(NC(=O)c2ccc(N3CCCC3=O)cc2)s1,1.9,23
COc1ccc(-c2nc(N)nc(C(F)(F)F)c2-c2cscn2)c(O)c1,-0.6,19
O[C@@H]1C2CCCC1[C@]1(O)CCCCC1C2 (some centres not stated),0.3,8
COc1ccccc1N1CC(C(=O)Nc2ccc(S(=O)(=O)N3CCCC3)cc2)CC1=O (configuration not stated),-3.0,2
COc1cccc(NC(=O)c2sc(NC(=O)c3ccncc3)nc2C)c1,4.3,5
CN(Cc1ccccc1)c1nc2c(c(=O)[nH]c(=O)n2C)n1CCCc1ccccc1,-2.0,13
COc1ccc(C(CC(=O)Nc2ccccn2)N2Cc3ccccc3C2=O)cc1OC (configuration not stated),-0.2,7
COc1ccc(C2CC(c3ccccc3)=NN2C(=O)COC(=O)c2cc(S(=O)(=O)N3CCOCC3)ccc2Cl)cc1 (configuration not stated),-1.1,6
O=C(c1ccc2c(c1)OCCO2)N1CCN(c2ncc(C(F)(F)F)cc2Cl)CC1,x,23
O=C(NC1CCCC1)C1CCN(S(=O)(=O)c2ccccc2)CC1,-0.6,5
Cc1cc(C(F)(F)F)c2c(n1)sc1c(O)cc(=O)[nH]c12,0.7,15
CCOC(=O)N1CCC(NC(=O)c2cc(S(=O)(=O)N3CCCC3)cn2C)CC1,-3.1,10
CCOC(=O)c1ccc(NC(=O)COC(=O)Cc2csc(-c3ccccc3)n2)cc1,-0.4,22
Cn1c(SCC(=O)NC2CCCCC2)nnc1-c1cccc(N)c1,1.8,12
CCN(CC)CCCn1c2c(c(SCC(=O)Nc3ccc4c(c3)OCO4)nc1=O)CCC2,-0.4,16
Cc1csc(NC(=O)CSc2nc(=O)n(CCCN(C)C)c3c2CCC3)n1,0.6,21
O=C(NCCCn1ccnc1)c1ccc(N2CCCCC2)c([N+](=O)[O-])c1,-0.5,34
CC[C@@H]1CC=C[C@H]2[C@H]1C(=O)N(Cc1ccccc1)[C@H]2c1ccoc1,0.9,23
CCS(=O)(=O)c1cc([N+](=O)[O-])c(Sc2ccccc2NC(C)=O)s1,-0.2,18
CCOC(=O)c1c(NC(=O)CN(CC)CC)sc2c1CCC2,-0.7,9
C=CC[C@H](CC(=O)N(CCO)Cc1ccccc1)C(=O)NC[C@H](OC(=O)[C@@H](CC=C)CC(=O)OC(C)(C)C)c1ccccc1,-0.5,7
CCN(CC)S(=O)(=O)c1cccc(-c2nnc(SCc3ncc(-c4ccccc4)o3)n2C)c1,0.8,12
COc1ccc(-c2cc(C(F)(F)F)nc(SCC(=O)N3CCOCC3)n2)cc1OC,-0.3,20
COc1ccc(-c2csc(-c3ccccc3)n2)c(OC)c1,-0.2,10
COc1ccc(S(=O)(=O)NCc2csc(C)n2)cc1OC,-1.1,7
Cc1nn(CC(=O)NCCN2CCCCC2C)c(=O)c2cc(-c3ccccc3)nn12 (configuration not stated),0.4,6
COc1ccccc1C(=O)OCC(=O)Nc1ccc(Cl)cn1,0.7,27
CCCCNS(=O)(=O)CCNCc1ccc(OC)cc1,x,3
O=c1[nH]c2ccc(NC(=S)Nc3ccc(F)cc3)cc2[nH]1,0.4,10
CCOC(=O)C1=C(COC(=O)/C=C/c2ccc(OCC)c(OC)c2)NC(=O)NC1C (configuration not stated),-0.1,14
CC(=O)Nc1ccc(NC(=O)CSc2nc(N)c(NC(=O)c3ccccc3F)c(=O)[nH]2)cc1,-1.7,5
CCCCCNCc1cccc(Br)c1,-0.6,8
COc1cc(CC(=O)N(c2ccccc2)c2nc(C)cs2)cc(OC)c1OC,0.1,10
O=C1c2ccccc2N2C(=O)c3ccccc3C2N1Cc1ccco1 (configuration not stated),-0.4,23
CCOC(=O)c1csc(NC(=O)CSc2nnnn2-c2cccc(OC)c2)n1,-0.4,1
Cc1ccc(Cc2nc(-c3cccc(C)c3)no2)cc1,0.4,5
CN(C)c1nnnn1-c1ccc(Oc2ncc(C(F)(F)F)cc2Cl)cc1,0.2,16

Entries above containing a cyano group:
SMILES,STK33 inh,OX1R antag
N#CC1C(C#N)N2CCCN2C1c1ccc(Cl)cc1 (configuration not stated),-1.8,29
N#Cc1cn(OCc2ccccc2)c(=O)[nH]c1=O,-0.8,3

Carrying on.
SMILES,STK33 inh,OX1R antag
CSc1ccc(CN2C(=O)NC3(CCCCCC3)C2=O)cc1,-0.1,19
O=C(Nc1cccc(Cl)c1)Nc1ccc(Cl)cn1,-1.1,27
COc1ccc(-c2nn3c(COc4ccccc4)nnc3s2)cc1OC,-0.2,11
Cc1cccnc1NC(=O)c1c(O)c2cccc3c2n(c1=O)CCC3,-0.2,5
CC(=O)Nc1sc(NC(=O)c2ccc(Cl)cc2)nc1-c1cccs1,-1.0,14
O=C(O)c1ccc(Nc2cc(Cl)c3nonc3c2[N+](=O)[O-])cc1,6.6,96*
CCCCn1c(N)c(N(CC)C(=O)c2cccc(S(=O)(=O)N3CCN(C)CC3)c2)c(=O)[nH]c1=O,-1.5,0
CCC1(C)Cc2nc3sc(C(=O)O)c(N)c3cc2CO1 (configuration not stated),0.2,7
CC(=O)c1ccc(NC(=O)c2ccc(NC(=O)c3ccco3)cc2)cc1,-0.7,9
Cc1cc(=O)[nH]c(SCC(=O)N2CCCC2)n1,0.6,2
CCN1CCN(c2nc3c(C)cccn3c(=O)c2/C=C(\C#N)C(=O)NCCOC)CC1,-0.9,13
CCN1CCN(CCNC(=O)c2cc(Cl)c(NC(=O)C3=C(C)OCCS3)cc2OC)CC1,2.4,7
COc1ccc(N)cc1-n1cnnn1,-1.1,21
COc1ccc2oc(C(=O)OCC(=O)N(Cc3ccccc3)C(C)C)c(C)c2c1,-2.0,30
O=C(NCC1CCCO1)c1nc2c(nnn2Cc2ccc(F)cc2)c(=O)[nH]1 (configuration not stated),-2.7,30
O=C(c1cnc(Cl)c(Cl)c1)N1CCN(S(=O)(=O)c2ccc(F)cc2)CC1,-0.8,20
N#CC1(NC(=O)CN2C(=O)NC(c3ccccc3)(c3ccccc3)C2=O)CCCC1,-0.5,0
CCOC(=O)[C@H]1[C@H]2COc3ccccc3[C@@H]2N2C(=O)c3cc(C)ccc3NC(=O)[C@@]12C,0.0,16
O=C(O)c1[nH]c2ccccc2c1CC(=O)N1CCOCC1,-1.2,14
Cc1c(NC(=O)c2cc(-n3cnnc3)ccc2Cl)cccc1-c1nc2ccccc2s1,-1.3,13
NS(=O)(=O)c1ccc(NC(=S)NC(=O)c2ccco2)cc1,1.0,7
Cc1ccc(/C=C/C(=O)O)cc1S(=O)(=O)Nc1ccccc1C(=O)O,-0.9,2
Cc1cc(Nc2ccc(Cl)cc2)nc(N2CCOCC2)n1,0.2,0
O=C(Cc1ccccc1)N/N=C/c1cc(Br)cc(Cl)c1O,5.2,4
CCOC(=O)C(=NC(C)(C)C)NNc1cc(Cl)ccc1Cl,1.2,14
Oc1ccccc1Nc1ccccn1,-0.8,-3
O=C(Nc1ccc2c3c(cccc13)CC2)c1cccc([N+](=O)[O-])c1,0.0,21
CC(OC(=O)COc1cccc2c1OC(C)(C)C2)C(=O)Nc1ccc(S(N)(=O)=O)cc1 (configuration not stated),0.1,4
COc1cccc(C(=O)Nn2cnnc2)c1,-0.7,11
CCCn1c(SCC(=O)N2CCCC2)nc2c1c(=O)n(C)c(=O)n2C,-2.0,19
Cc1ccc(Cn2c(SCC(=O)NCC3CCCO3)nc3c(sc4ccccc43)c2=O)cc1 (configuration not stated),0.5,9
O=C(COc1ccc(Br)cc1)NCCN1CCCC1,-0.8,4
CC1CN(c2nnc(-c3ccccc3)c3ccccc23)CC(C)O1 (configuration not stated),0.0,21
CSc1nsc(SCC(=O)Nc2ccc(NC(C)=O)cc2)n1,-0.5,5
Fc1ccc(CN2CC[C@H]3C=CCc4cccc(c43)C2)cc1,-0.3,1
COc1c(C)cc(Br)cc1C(=O)NC(=S)Nc1ccc(Cl)c(C(=O)O)c1,-0.2,25
O=C(NC(c1ccccc1)C(Cl)Cl)c1ccccc1 (configuration not stated),-2.8,6
CN1CCN(C(=O)N2c3ccccc3C=Cc3ccccc32)CC1,-1.0,11
N#CCc1ccc(NC(=O)Nc2cccc(Cl)c2)cc1,0.8,40
C=C(C)/C=N/NC(=S)Nc1ccc(S(=O)(=O)N2CCOCC2)cc1,-1.6,13
Cn1cccc1/C=C1\SC(=S)N(NC(=O)c2ccc(F)cc2)C1=O,-1.6,37
Clc1cccc2sc(N3CCOCC3)nc12,-0.1,16
CCOc1ccc(N2CC(C(=O)N3CCN(c4ccccn4)CC3)CC2=O)cc1 (configuration not stated),-1.4,10
Cn1c(=O)n(CCC(=O)O)c2ccccc21,0.9,-6
CCc1cc(C(=O)OC)c(NC(=O)CC2SC(=NC)N(C)C2=O)s1 (configuration not stated),0.0,12
Cc1nn(CC(=O)OCC(=O)NCCc2ccc(F)cc2)c(C)c1[N+](=O)[O-],-1.0,4
CCC(Sc1nc2ccccc2[nH]1)C(=O)Nc1cc(C)on1 (configuration not stated),-1.4,21
COc1ccc(NC(=O)c2cccc(S(=O)(=O)N3CCOCC3)c2)cc1,-1.3,4
CCC(=O)N1CCN(CCN=CC2=C(O)CC(C)(C)CC2=O)CC1,-0.3,8
O=C(COC(=O)c1ccc(Br)o1)Nc1nc2ccccc2s1,-0.5,10

Later entries:
SMILES,STK33 inh,OX1R antag
O=C(CSc1nccn1-c1ncc(C(F)(F)F)cc1Cl)c1ccc(Br)cc1,1.3,9
Cn1c(=O)n(C)c2cc(NC(=O)c3ccccc3[N+](=O)[O-])c(Br)cc21,-0.6,16
CCOC(=O)/C(O)=C(\C#N)c1nc2ccccc2[nH]1,0.4,-2
S=C(Nc1ccc(Cl)c(Cl)c1)N1CCOCC1,-2.1,5
COc1ccc(CCNC(=O)Nc2cccc([N+](=O)[O-])c2)cc1,3.9,24
CCOC(=O)c1cnc2nc(N3CCOCC3)nn2c1N,-0.9,8
CCc1cc(=O)oc2c3c(cc(OCC(=O)NCc4cccnc4)c12)OC(C)(C)CC3,0.7,14
CCN1CCN(C(=S)Nc2ccc(C(C)=O)cc2)CC1,1.7,11
CN(CC(=O)Nc1ccc(C(N)=O)cc1)S(=O)(=O)c1ccc2c(c1)OCCO2,-0.5,6
COc1ccc(CC(=O)Nc2ccc(-c3noc(-c4cc(OC)c(OC)c(OC)c4)n3)cc2)cc1,-0.8,3
COc1ccc(OC)c(-c2cnc(OC(C)(C)C)nc2OC(C)(C)C)c1,x,8
COCCn1c(SCC(=O)N2CCc3ccccc3C2)nc2cc(Cl)ccc2c1=O,-0.5,48
CN(CCC1CCOCC1)C(=O)CC1C(=O)NCCN1Cc1ccoc1 (configuration not stated),0.5,3
Cc1ccc(C2CC(c3cccs3)=NN2C(=O)CCl)cc1 (configuration not stated),-0.2,8
CCCOC(=O)c1ccc(S(N)(=O)=O)o1,-0.3,-11
Oc1c(/C=C/C=C/C=Nc2ccccc2)sc(=S)n1Cc1ccccc1,-1.7,2
CCC(C)[C@H](NC(=O)C1(c2ccccc2)CCN(C(=O)OC(C)(C)C)CC1)C(=O)N[C@@H](C(=O)O)c1ccccc1 (some centres not stated),-0.1,16

Ordered by molecular weight (descending): some entries from above.
SMILES,STK33 inh,OX1R antag
CCC(C)[C@H](NC(=O)C1(c2ccccc2)CCN(C(=O)OC(C)(C)C)CC1)C(=O)N[C@@H](C(=O)O)c1ccccc1 (some centres not stated),-0.1,16
O=C(CSc1nccn1-c1ncc(C(F)(F)F)cc1Cl)c1ccc(Br)cc1,1.3,9
CN(CC(=O)Nc1ccc(C(N)=O)cc1)S(=O)(=O)c1ccc2c(c1)OCCO2,-0.5,6
CN(CCC1CCOCC1)C(=O)CC1C(=O)NCCN1Cc1ccoc1 (configuration not stated),0.5,3
S=C(Nc1ccc(Cl)c(Cl)c1)N1CCOCC1,-2.1,5
CCOC(=O)/C(O)=C(\C#N)c1nc2ccccc2[nH]1,0.4,-2
